# HRas wt GTP = changes GTP binding to wildtype human HRas; GST-Ras wt beads, Bodipy-FL-GTP binding, flow cytometry; actives lie on both sides; GTP binding activity, % at 10 µM; actives 0.14% (n = 190,000);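 active = GTP binding activity at least 20% away from the 100% baseline, either lowered as inhibitor or raised as activator; inconclusive = flagged as likely green fluorescent, judged across all proteins in the well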;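 also: 0% = unlabeled GTP competition control and 100% = no-compound control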
# Target sequence (P01112 whole entry, looked up): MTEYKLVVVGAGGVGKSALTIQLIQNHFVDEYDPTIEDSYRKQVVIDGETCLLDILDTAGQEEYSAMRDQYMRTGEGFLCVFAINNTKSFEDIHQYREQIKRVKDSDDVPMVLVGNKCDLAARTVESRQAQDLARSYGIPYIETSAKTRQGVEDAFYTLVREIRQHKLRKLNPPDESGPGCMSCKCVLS
# Mcl1 Noxa PPI = disrupts binding of human Mcl-1 to Noxa peptide; Q07820; TR-FRET Mcl-1/Noxa peptide binding, 2 h; inhibition, % at 21.7 µM; actives 1.5% (n = 220,000); AID 1022;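 active = compounds that cut the protein-peptide binding signal by more than 50% relative to plate controls in a single-dose test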;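 also: His-tagged Mcl-1 with rhodamine Noxa BH3 peptide and terbium anti-His antibody; 0% = Mcl-1 plus Noxa peptide wells and 100% = peptide-only wells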
# Target sequence (Q07820 whole entry, looked up): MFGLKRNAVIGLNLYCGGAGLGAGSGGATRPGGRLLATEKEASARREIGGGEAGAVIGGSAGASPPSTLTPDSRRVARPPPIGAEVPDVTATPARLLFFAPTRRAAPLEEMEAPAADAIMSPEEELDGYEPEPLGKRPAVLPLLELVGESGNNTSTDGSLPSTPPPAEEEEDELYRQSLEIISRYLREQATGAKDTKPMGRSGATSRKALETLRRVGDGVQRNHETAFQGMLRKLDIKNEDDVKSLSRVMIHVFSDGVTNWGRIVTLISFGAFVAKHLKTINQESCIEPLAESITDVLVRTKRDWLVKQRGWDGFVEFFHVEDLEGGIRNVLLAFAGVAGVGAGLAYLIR
# Rac1 act GTP bind = human Rac1 activated mutant GTP binding change; P63000; GST-Rac1 activated beads, fluorescent GTP binding, flow cytometry; actives lie on both sides; 100% means binding = to untreated wells; percent activity (GTP binding), % at 10 µM; actives 0.11% (n = 190,000); AID 764;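 active = GTP binding at least 20 percentage points away from the 100% baseline, in either direction, so actives lie on both sides; inconclusive = Compound likely fluorescent itself, or too few beads counted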
# Rab2A wt mod = changes GTP binding to wildtype dog Rab2A, up or down | GST-Rab2 wt beads, Bodipy-GTP binding, flow cytometry | GTP binding activity, % at 10 µM | actives 0.19% (n = 190,000);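 active = GTP binding activity at least 20 points away from 100%, either lowered or raised; inconclusive = signal likely due to the compound's own green fluorescence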;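 also: 0% = beads with excess unlabeled GTP and 100% = no-compound control corrected for plate trend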
# Pf gamet viab = inhibitors of late stage P. falciparum gametocyte viability. actives 0.065% (n = 150,000). inhibition, % at 10.9 µM. P. falciparum stage V gametocytes, ATP luminescence, 24 h. AID 743093;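 active = inhibition above the mean plus 3 SD of compounds within the control limits, set per campaign, cut at about 38% in these data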;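 also: 0% = DMSO wells and 100% = medium only without gametocytes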
# Mcl1-Bid inh = Mcl-1/Bid interaction inhibition; actives 0.97% (n = 220,000); Q07820; TR-FRET Mcl-1/Bid-Dy647 peptide binding, 1536-well; inhibition, % at 21.7 µM;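 active = compounds that cut the binding signal by more than half at the single screening dose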;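 also: His-tagged Mcl-1 with europium anti-His antibody binding Bid BH3 peptide; 0% = Mcl-1 plus peptide wells and 100% = peptide-only wells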
# Avidin fluor = compound fluoresces at 488/530 nm on avidin beads | actives 0.38% (n = 220,000) | fluorescence (KMESF) at 10 µM | compound fluorescence 488/530 nm, flow cytometry; stronger effect = higher value; in the data active = fluorescence above about 47; also: inactives centre near 10
# Rab7 wt GTP bind = modulators of GTP binding to dog Rab7 wildtype GTPase | GST-Rab7 beads, fluorescent GTP binding, flow cytometry; actives lie on both sides; untreated = 100%, excess cold GTP = 0% | GTP binding activity (percent of control), % at 10 µM | actives 0.055% (n = 190,000);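 active = fluorescent GTP binding to Rab7 beads changed by at least 20 points from the 100% baseline, either direction, mostly lower; inconclusive = compound itself probably fluorescent, or too few beads counted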;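 also: median green fluorescence of bound Bodipy-FL-GTP per Rab7 bead population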
# GSH fluor = compound fluoresces at 488/530 nm on GSH beads | GSH beads flow cytometry, compound fluorescence 488/530 nm; stronger effect = higher value | fluorescence (KMESF) at 10 µM | actives 0.25% (n = 190,000); in the data active = fluorescence above about 89;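 also: glutathione beads carrying GST-tagged Bcl family fusion proteins plus one bare bead set; values are compound well signal with DMSO vehicle wells as background; inactives centre near 16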
# Cdc42 wt GTP = changes GTP binding to wildtype human Cdc42; P60953; GST-Cdc42 beads, Bodipy-GTP binding, flow cytometry; actives lie on both sides; percent activity (GTP binding), % at 10 µM; actives 0.2% (n = 190,000); AID 761;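 active = percent activity GTP binding at least 20 points away from the 100% baseline, either down as inhibitor or up as activator; inconclusive = compound flagged as likely green fluorescent from well-wide comparison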;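 also: median bead fluorescence of bound Bodipy-FL-GTP at 100 nM; 0% = excess unlabeled GTP control and 100% = no compound control; below 100% means less GTP binding so inhibitor and above means activator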
# Target sequence (P60953 whole entry, looked up): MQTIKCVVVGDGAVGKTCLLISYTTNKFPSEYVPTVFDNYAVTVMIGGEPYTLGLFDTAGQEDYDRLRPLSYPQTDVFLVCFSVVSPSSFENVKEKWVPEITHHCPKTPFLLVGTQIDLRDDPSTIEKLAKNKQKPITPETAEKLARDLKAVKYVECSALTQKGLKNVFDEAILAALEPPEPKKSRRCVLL
# Rac1 wt modul = alters GTP binding to wildtype human Rac1. GST-Rac1 beads, fluorescent GTP binding, flow cytometry; actives lie on both sides; 0 = cold GTP competed, 100 = untreated. P63000. AID 757. actives 0.27% (n = 190,000). GTP binding activity (% of control), % at 10 µM;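 active = GTP binding activity at least 20 points away from the 100% control level, either lower or higher; inconclusive = compound flagged as likely green fluorescent, judged across all proteins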
# An asterisk follows results filed as active; u = inconclusive; x = not tested or not shown.
nr	Structure	HRas wt GTP	Mcl1 Noxa PPI	Rac1 act GTP bind	Rab2A wt mod	Pf gamet viab	Mcl1-Bid inh
1	CC1(C)OC(=O)C(=CNc2ccccc2)C(=O)O1	101	8	100	98	x	-7
2	COc1ccc(N2C(=O)C3C4C=CC(C4)C3C2=O)c(OC)c1 (centres undefined)	100	1	97	99	x	-10
3	O=C(N/N=C/c1ccc(Br)cc1)c1ccc(F)cc1	100	-6	100	101	-24	-12
4	Cc1c(N=C2N=C(NC(=O)NC(C)(C)C)c3ccccc32)c(=O)n(-c2ccccc2)n1C	94	16	97	97	x	-11
5	Cc1noc(C)c1COc1ccc(C(=O)NCc2ccccn2)cc1	94	-4	93	93	x	-6
6	CCN(CC)CCN1C(=O)C(=O)/C(=C(/O)c2ccc(C)cc2)C1c1ccncc1 (centres undefined)	96	5	97	97	x	-16
7	CC1CC(C)CN(c2ncc3c(n2)CC(c2ccccc2)CC3=O)C1 (centres undefined)	98	-3	97	97	x	8
8	CCc1ccc(-c2csc(NC(=O)C3CCCO3)c2C(=O)OC(C)C)cc1 (centres undefined)	101	-5	101	102	x	-24
9	CCOc1ccc(N(Cc2nnc3n2CCCCC3)C(=O)Nc2cccc(C)c2)cc1	98	13	98	99	5	-8
10	Cc1cc([N+](=O)[O-])ccc1NC(=O)CN1C2CCC1CC(NC(=O)NC13CC4CC(CC(C4)C1)C3)C2 (centres undefined)	100	-1	95	98	x	-19
11	O=C(O)CC(C(=O)OCCOc1ccccc1)N1CCOCC1 (centres undefined)	99	8	100	100	x	-11
12	CCOc1ccccc1C(=O)NCc1ccc2c(c1)OCO2	101	-9	99	102	8	0

nr	Avidin fluor	Rab7 wt GTP bind	GSH fluor	Cdc42 wt GTP	Rac1 wt modul
1	20	99	12	101	104
2	9	102	16	101	99
3	4	103	9	99	105
4	9	95	12	97	96
5	6	95	55	95	92
6	19	98	35	99	97
7	5	95	26	101	97
8	5	88	22	103	103
9	11	106	16	98	99
10	9	102	9	98	97
11	27	99	24	99	103
12	7	102	43	101	105

# Ordered by SMILES length (smallest number first): 6 of the compounds above.
nr	Structure	HRas wt GTP	Mcl1 Noxa PPI	Rac1 act GTP bind	Rab2A wt mod	Pf gamet viab	Mcl1-Bid inh
11	O=C(O)CC(C(=O)OCCOc1ccccc1)N1CCOCC1 (centres undefined)	99	8	100	100	x	-11
5	Cc1noc(C)c1COc1ccc(C(=O)NCc2ccccn2)cc1	94	-4	93	93	x	-6
2	COc1ccc(N2C(=O)C3C4C=CC(C4)C3C2=O)c(OC)c1 (centres undefined)	100	1	97	99	x	-10
8	CCc1ccc(-c2csc(NC(=O)C3CCCO3)c2C(=O)OC(C)C)cc1 (centres undefined)	101	-5	101	102	x	-24
6	CCN(CC)CCN1C(=O)C(=O)/C(=C(/O)c2ccc(C)cc2)C1c1ccncc1 (centres undefined)	96	5	97	97	x	-16
4	Cc1c(N=C2N=C(NC(=O)NC(C)(C)C)c3ccccc32)c(=O)n(-c2ccccc2)n1C	94	16	97	97	x	-11

nr	Avidin fluor	Rab7 wt GTP bind	GSH fluor	Cdc42 wt GTP	Rac1 wt modul
11	27	99	24	99	103
5	6	95	55	95	92
2	9	102	16	101	99
8	5	88	22	103	103
6	19	98	35	99	97
4	9	95	12	97	96

# Going on with the list:
nr	Structure	HRas wt GTP	Mcl1 Noxa PPI	Rac1 act GTP bind	Rab2A wt mod	Pf gamet viab	Mcl1-Bid inh
13	COC(=O)c1ccc2ncccc2c1	100	19	96	100	x	-15
14	NS(=O)(=O)c1ccc(Nc2nc(-c3cccc([N+](=O)[O-])c3)cs2)cc1	95	35	94	99	-24	-21
15	Cc1ccc(C(=O)NC(=S)N2CCN(C)CC2)cc1	106	-13	102	106	x	-36
16	CCOC(=O)C1=C(C)NC(C)=C(C(=O)OCCNC(=O)c2cccnc2)C1c1cccc([N+](=O)[O-])c1 (centres undefined)	94	4	96	94	x	-7
17	Cc1ccc(S(=O)(=O)CCC(=O)OCc2ccc(Cl)cc2)cc1	93	18	95	93	-7	-1
18	O=C(CCCN1C(=O)c2cccc3cccc(c23)C1=O)NCCN1CCOCC1	94	17	97	95	-30	-5
19	CC(=O)c1ccc(NC(=O)c2ccn(C(=O)OCC(C)C)n2)cc1	100	-5	99	102	-3	-10
20	NS(=O)(=O)c1ccc(NC(=O)c2ccc(COc3ccccc3)o2)cc1	98	12	95	97	5	-16
21	Cc1cc(C)nc(/N=C2/NC(=O)CS2)n1	100	24	99	99	-4	-3
22	O=C(COC(=O)c1cccc2ccccc12)Nc1cccnc1Cl	98	23	97	95	x	2
23	Cc1cc(C(=O)Nc2nc3c(s2)CCCC3)cs1	97	38	96	96	x	1
24	CNC(=O)c1csc(-c2ccncc2)n1	98	-1	92	97	5	1

nr	Avidin fluor	Rab7 wt GTP bind	GSH fluor	Cdc42 wt GTP	Rac1 wt modul
13	6	100	16	99	99
14	13	93	14	96	93
15	14	99	22	105	105
16	3	91	6	95	102
17	8	94	5	96	97
18	8	96	70	98	96
19	4	103	7	105	105
20	10	100	24	95	99
21	9	103	14	102	103
22	7	98	12	98	99
23	25	103	14	98	101
24	16	99	35	97	97

# The listing continues:
nr	Structure	HRas wt GTP	Mcl1 Noxa PPI	Rac1 act GTP bind	Rab2A wt mod	Pf gamet viab	Mcl1-Bid inh
25	CC(C)CCn1c(CN2CCN(Cc3ccccc3)CC2)nc2c1c(=O)[nH]c(=O)n2C	97	-8	98	96	11	-25
26	C/C(=N\O)C(=O)NCCCn1ccnc1	99	-12	100	99	2	-38
27	COc1ccc(C(=O)Nc2c(C)ccc3nsnc23)cc1[N+](=O)[O-]	98	13	97	96	2	-13
28	COC(=O)CN(C(=S)Nc1ccc(F)cc1)C1CC(=O)N(c2ccc(OC)cc2)C1=O (centres undefined)	102	16	100	100	-3	4
29	CCC1=NN(C(=O)COc2ccccc2)C(O)(c2ccncc2)C1 (centres undefined)	95	-3	94	98	-5	-9
30	COc1cccc(NC(=O)CN(Cc2ccccc2)S(C)(=O)=O)c1	102	6	100	99	16	-25
31	CC1(C(=O)NCc2ccccn2)C=CCN1C(=O)c1ccccc1 (centres undefined)	100	-7	97	102	-5	-4
32	O=[N+]([O-])c1ccc(Cc2nnc(-c3ccc(F)cc3)o2)cc1	99	14	95	99	-5	-13
33	CCOC(=O)c1sc(NC(=O)/C=C/c2cnn(C)c2C)c(C(=O)OCC)c1C	94	5	93	93	x	14
34	O=C(NCc1ccccc1)c1ccccc1Br	100	-1	98	101	-5	-19
35	CCC1(N(C(C)=O)c2ccc(OC)cc2)C(=O)c2ccccc2C1=O	98	1	98	98	x	-8
36	COc1ccc(NC(=O)CN(C)CC(=O)Nc2ccc(Cl)cc2F)cc1	95	4	93	94	15	-2

nr	Avidin fluor	Rab7 wt GTP bind	GSH fluor	Cdc42 wt GTP	Rac1 wt modul
25	4	95	5	95	99
26	5	101	12	103	104
27	18	96	10	99	98
28	11	102	36	99	106
29	13	96	11	96	96
30	2	106	6	102	106
31	9	99	17	102	104
32	6	107	20	98	100
33	2	92	54	90	92
34	9	106	15	98	97
35	17	100	26	101	100
36	10	100	13	93	95

# The list continues:
nr	Structure	HRas wt GTP	Mcl1 Noxa PPI	Rac1 act GTP bind	Rab2A wt mod	Pf gamet viab	Mcl1-Bid inh
37	CCOC(=O)c1nc(-c2ccccc2)oc1N(C)C	98	x	97	97	x	x
38	CCN(CC)CCC#CC(O)(c1ccccc1)c1ccccc1	102	-10	104	100	-2	-2
39	CCOc1ccc(N2CC(C(=O)Nc3ccc(N4CCOCC4)cc3)CC2=O)cc1 (centres undefined)	102	23	101	101	x	-18
40	COc1ccc(-c2[nH]ncc2CN(C)C(C)c2cccs2)c(F)c1 (centres undefined)	96	2	94	99	9	-21
41	Cc1ccc(S(=O)(=O)N2CCN(C(=O)COc3ccc(NC(=O)c4ccco4)cc3)CC2)cc1	104	-1	103	102	-10	-18
42	CCOC(=O)C1CCCCN1C(=O)CCc1c(C)nc2cc(-c3ccccc3)nn2c1C (centres undefined)	104	16	100	103	x	-12
43	CC(C)Cc1nn2c(=O)cc(O)nc2s1	u	10	u	u	-9	-48
44	CCN(CC)S(=O)(=O)c1ccc(Cl)c(NC(=O)COC(=O)c2cccn2C)c1	98	5	96	97	42*	7
45	O=C(N/N=C/C=C/c1ccccc1)c1ccncc1	97	4	99	99	x	2
46	Cc1cc(OCCOCCN2CCCC2)ccc1C(C)C	102	19	101	102	18	22
47	Cc1cc(C)nc(SCc2cccc(C(=O)O)c2)n1	101	9	94	97	0	-19
48	Cn1c(SCC(=O)NCCN2C(=O)CSC2=O)nc2ccccc2c1=O	101	0	99	99	x	-18

nr	Avidin fluor	Rab7 wt GTP bind	GSH fluor	Cdc42 wt GTP	Rac1 wt modul
37	8	94	33	98	98
38	5	105	10	101	107
39	11	98	19	103	107
40	2	102	12	97	97
41	12	97	22	103	100
42	6	99	15	106	106
43	12	u	5	u	u
44	12	101	18	98	101
45	5	104	11	99	106
46	12	103	10	105	103
47	13	100	39	98	98
48	17	102	33	103	103

# Later entries:
nr	Structure	HRas wt GTP	Mcl1 Noxa PPI	Rac1 act GTP bind	Rab2A wt mod	Pf gamet viab	Mcl1-Bid inh
49	Cc1ccc(CN(Cc2cc3cc4c(cc3[nH]c2=O)OCCO4)Cc2nnnn2Cc2ccco2)cc1	99	24	95	97	-34	-21
50	COc1ccc(N2C(=O)CC(N(C)CCc3ccc(OC)c(OC)c3)C2=O)cc1 (centres undefined)	100	6	100	103	17	-25
51	CCOC(=O)C1CCN(c2ccc(Cl)nn2)CC1	102	-2	98	100	-13	-26
52	O=C(C(Cc1ccccc1)N1C(=O)C2C3C=CC(C3)C2C1=O)N1CCCCC1 (centres undefined)	100	-17	100	99	x	-2
53	O=C1CCC/C(=N/NC(=O)C2CCN(S(=O)(=O)c3cccs3)CC2)C1	100	7	98	98	-23	-30
54	CCCOc1ncnc2c1sc1nc3c(cc12)COC(C)(C)C3	99	18	96	99	2	-6
55	NS(=O)(=O)c1ccc(Nc2ccc3nonc3c2[N+](=O)[O-])cc1	94	3	92	91	-51	-10
56	Cc1cccc(NC(=O)NC(C)C(c2cccs2)N2CCOCC2)c1 (centres undefined)	99	-2	95	99	x	-2
57	CCNC(=S)N(Cc1ccc2c(c1)OCO2)C1CC(=O)N(c2ccc(OC)cc2)C1=O (centres undefined)	102	-4	100	102	8	9

nr	Avidin fluor	Rab7 wt GTP bind	GSH fluor	Cdc42 wt GTP	Rac1 wt modul
49	6	94	6	99	99
50	10	99	12	106	102
51	10	106	17	101	100
52	24	100	30	100	105
53	4	102	9	97	101
54	9	104	10	101	103
55	13	91	12	91	93
56	7	101	26	98	99
57	5	99	19	105	106

# Screening data as filed in PubChem.
